Assay outcomes from PubChem BioAssay.
PGC1a acetyl inh – modulators of PGC1a acetylation; 350,000 tested, 0.17% active; U2OS PGC1a acetylation, AlphaScreen anti-acetyl-lysine; with virally co-expressed GCN5 acetyltransferase; AID 651687; inhibition, % at 15.6 µM;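 active means every replicate shows inhibition of at least 40%; inconclusive means mean inhibition at least 40% but some replicate below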;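 further: 0% = neutral control wells and 100% = positive control wells; some results beyond the cut were filed as inactive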
miR-122 sensor – blocks miR-122 activity in Huh7 sensor cells. Huh7 miR-122 Renilla luciferase sensor, 48 h; neutral wells = 0, positive control = 100. activation (reporter increase), % at 12.5 µM. 340,000 tested, 0.3% active. AID 602342;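 active means mean replicate activation score at least 90 and every replicate individually at or above 90; inconclusive means only one of the two criteria met; inactive means neither criterion met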;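 further: higher luciferase means less miR-122 activity so hits act as miR-122 inhibitors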
FN deposit inh – fibronectin deposition inhibition | AH1F fibroblasts, Alexa488-fibronectin deposition fluorescence, overnight | 350,000 tested, 0.086% active | inhibition, % at 12.6 µM | AID 743247;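 active means mean inhibition across replicates of 30% or more, regardless of how many single replicates reach that level; inconclusive means mean under 30% yet at least half of replicates reach 30%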;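 further: positive control wells lacked labelled fibronectin entirely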
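Test system: AH1F fibroblast monolayer depositing Alexa488-labelled fibronectin into matrix. Input: 10000 cells per well. Technique: fluorescence, ex 485 nm, em 525 nm. Buffer or medium: DMEM plus 2% serum, read in PBS. Timing: 1 h cell adhesion before compound, then overnight fibronectin incubation. Compound: single dose, pinned. Read-out basis: inhibition from reduced deposited-fibronectin fluorescence.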
Casp6 inh – inhibitors of human caspase-6. P55212. purified caspase-6, Z-VEID-R110 cleavage fluorescence. inhibition, % at 12.5 µM. 350,000 tested, 0.53% active;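 active means mean inhibition across replicates at least about 35%, with every replicate also reaching that limit, limit read from the data; inconclusive means only one of the two criteria met; inactive means neither criterion met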;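 further: 0% = median of neutral control wells and 100% = no fluorescence left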
Target sequence (P55212 24-179 limits assumed): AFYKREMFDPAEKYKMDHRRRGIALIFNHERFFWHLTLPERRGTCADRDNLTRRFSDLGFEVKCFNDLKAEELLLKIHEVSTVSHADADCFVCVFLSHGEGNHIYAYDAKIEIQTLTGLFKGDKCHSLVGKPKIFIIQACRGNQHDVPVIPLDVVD
Target sequence (P55212 194-293 limits assumed): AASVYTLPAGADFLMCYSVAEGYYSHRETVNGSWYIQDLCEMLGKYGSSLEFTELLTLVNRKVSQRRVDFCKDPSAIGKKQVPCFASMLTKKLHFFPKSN
EWS-Fli inh – blocks EWS/Fli oncoprotein-driven transcription | A673 NR0B1-luciferase reporter, viability-normalised | inhibition, % at 12.6 µM | 350,000 tested, 0.67% active | AID 651661;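 active means mean inhibition of at least 50% after viability correction, with every replicate also passing that limit; inconclusive means mean reaches 50% but only one of two replicates passes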;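 further: firefly luciferase signal divided by Alamar Blue viability fluorescence both relative to DMSO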
Cneo AK release – causes C. neoformans cell lysis; adenylate kinase release luminescence, 4 h; normalised: neutral wells 0, clomiphene wells 100; lysis activity, % at 15 µM; 360,000 tested, 0.2% active;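 active means mean lysis activity across replicates of at least 80%, whatever share of replicates individually reach that level; inactive means mean lysis activity below 80%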
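Test system: log-phase Cryptococcus neoformans yeast cells. Input: 5 × 10^6 yeast cells/mL. Medium: fresh YPD growth medium. Doses: single dose. Incubation: static 4 h at 37 °C with compound, 1 h detection. Measured by: luminescent adenylate kinase detection reagent. Read-out: signal increase indicating cell lysis. Benchmarks: Clomiphene.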
PAX8 reporter – lowers PAX8-driven luciferase in RMG-I cells; RMG-I TPO-luciferase reporter, SteadyGlo, 24 h; inhibition, % at 12.6 µM; 360,000 tested, 1.2% active;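 active means mean replicate inhibition at least 60% with every replicate also reaching 60%; inconclusive means only one of the two criteria is met; inactive means mean below 60% and not all replicates reaching 60%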;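 further: luciferase light reporting Pax8 driven TPO promoter activity; plate controls were median of neutral control wells for no effect and mitoxantrone controls for full effect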
LGR2 antag – inhibitors of bursicon-induced Drosophila LGR2 receptor cAMP signaling; HEK293 LGR2, CRE-luciferase, bursicon-stimulated, 4 h; inhibition, % at 9.99 µM; 380,000 tested, 0.35% active;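 active means drop in luminescence signal, shown as inhibition above about 50% in the replicate tests, limit read from the data, passing the limit was not always enough; inconclusive means probably only some replicates passing the limit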;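 further: agonist challenge used bursicon conditioned medium at about half maximal strength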
The depositor's hits bear a star; ? = inconclusive; nt = no result given; [ ] = another dose, or the depositor's remark.

SMILES	PGC1a acetyl inh	miR-122 sensor	FN deposit inh	Casp6 inh	EWS-Fli inh	Cneo AK release	PAX8 reporter	LGR2 antag
CC(C(=O)NCCc1ccccc1)N1c2cccc3cccc(c23)S1(=O)=O (configuration not stated)	nt	1	0	-1	nt	-1	11	-8
O=C(NCc1ccccc1Cl)c1ccc2nnsc2c1	nt	2	6	-3	-11	1	5	10
C[C@H]1CN([C@@H](C)CO)S(=O)(=O)c2ccc(C#Cc3ccncc3)cc2O[C@H]1CN(C)C(=O)c1ccncc1	40	-2[16.7 µM]	nt	-1	19	-3	52	-11
O=C(COC(=O)c1ccccc1)Nc1ccc(Cl)cn1	nt	nt	17	-1	-1	nt	9	-34
Cc1onc(-c2ccccc2)c1C(=O)c1ccccc1	-11	-9	-2	0	-15	11	11	-17
OC[C@@H](O)[C@@H](O)CO	5	-1	nt	-5	-2	-2	nt	26
CCCC#Cc1ccc([C@H]2[C@@H](CO)N3C(=O)CN(C(=O)CN4CCOCC4)C[C@H]23)cc1	2	nt	nt	-1	-15	nt	nt	18
O=C(O)c1ccc([N+](=O)[O-])c(CS(=O)(=O)c2ccccc2)c1	11	-7	-4	-1	4	-3	36	0
O=C(NCCc1ccccc1)N1CCCC(CNS(=O)(=O)Cc2ccccc2)C1 (configuration not stated)	nt	nt	nt	-1	-22	nt	7	-13
O=C(COC(=O)c1ccncc1)Nc1ccc2c(c1)OCO2	-4	8	4	-1	4	1	-7	1
C[C@H](CO)N1C[C@H](C)[C@H](CN(C)S(=O)(=O)c2ccc(F)cc2)Oc2cc(C#Cc3ccncc3)ccc2S1(=O)=O	4	-3[16.7 µM]	nt	0	12	2	nt	12
COCCOc1ccc(C(F)(F)F)cc1NC(=O)COC(=O)C1=COCCO1	nt	-3	nt	5	-3	-2	-8	-4
COc1ccc2c(c1)c1nc3n(c(=O)c1n2CC(=O)Nc1cc(C)[nH]n1)CCS3	nt	nt	-7	1	48	nt	57	?
NC(=O)c1cc(N2C(=O)C3CC=CCC3C2=O)ccc1N1CCCCC1 (configuration not stated)	7	4	-9	nt	nt	-5	nt	nt
C[C@H](CO)N1C[C@H](C)[C@@H](CN(C)Cc2ccccc2)OCCCC[C@H](C)Oc2ccc(NC(=O)c3ccccc3)cc2C1=O	-19	3[16.7 µM]	1	nt	1	-14	-23	-2
C/C=C/c1ccc([C@H]2[C@@H](C#N)N(S(=O)(=O)c3cccc(F)c3)[C@H]2CO)cc1	-12	nt	-21	-5	4	91*	-37	2
COc1ccc2c3c(n(C)c2c1)[C@H](CO)NCC31CN(Cc2ccc(-c3ccccn3)cc2)C1	-39	nt	-4	nt	15	nt	2	-5
Cn1cnc(S(=O)(=O)N2CCCCN3[C@H](CO)[C@@H](c4ccc(-c5ccc(F)cc5)cc4)[C@@H]3C2)c1	-7	-4[16.7 µM]	nt	-5	-11	-1	-22	-7
CCCCn1c(-c2cccc(C)c2)nc2cc3[nH]c(=O)c(C(C)C)nc3cc21	nt	-1	7	1	15	0	-1	nt
CCOc1ccccc1N1CCN(C(=O)c2cc3ccccc3cc2OC)CC1	-11	130*	9	4	59*	-1	42	6

Among those listed so far, these have a Cl atom.
SMILES	PGC1a acetyl inh	miR-122 sensor	FN deposit inh	Casp6 inh	EWS-Fli inh	Cneo AK release	PAX8 reporter	LGR2 antag
O=C(NCc1ccccc1Cl)c1ccc2nnsc2c1	nt	2	6	-3	-11	1	5	10
O=C(COC(=O)c1ccccc1)Nc1ccc(Cl)cn1	nt	nt	17	-1	-1	nt	9	-34

Later entries
SMILES	PGC1a acetyl inh	miR-122 sensor	FN deposit inh	Casp6 inh	EWS-Fli inh	Cneo AK release	PAX8 reporter	LGR2 antag
CCC(=O)N1CCC1(C)C(=O)NCc1ccc(SC)cc1 (configuration not stated)	0	1	7	0	-3	0	nt	25
CSc1ccc(C=NNc2ccc(S(=O)(=O)Nc3ccccc3C(=O)O)cc2[N+](=O)[O-])cc1	1	-1	3	41*	-1	0	-5	-12
Cc1ccc(C(=O)NNC(=S)NCC2CCCO2)cc1[N+](=O)[O-] (configuration not stated)	2	-2	0	0	9	-2	4	-6
Cc1cc(C(=O)N2CCN(c3cc(Cl)ccc3C)CC2)on1	7	-2	3	4	-5	-1	-17	12
COC(=O)[C@@]12C[C@@H](CC(=O)N3CCN(C(=O)C4CC4)CC3)C(=O)N(CCc3ccc(OC)c(OC)c3)C1=CCC(C)(C)C2	nt	nt	-6	-2	-5	nt	2	-11
O=C(NC12CC3CC(CC(C3)C1)C2)C1CCCN1C(=O)NC1CCCCC1 (configuration not stated)	-3	4	2	nt	nt	0	-9	nt
COc1ccc(NC(=O)Nc2cccc3c2O[C@@H](CN(C)S(=O)(=O)c2ccc(OC)cc2)[C@H](C)CN([C@@H](C)CO)C3=O)cc1	3	4[16.7 µM]	nt	-1	6	6	1	-8
O=C(NCCc1nc(-c2ccccc2Cl)no1)c1ccccc1	1	-3	-4	nt	9	2	-10	-1
O=C(Nc1cccc(C(F)(F)F)c1)N1CCN(C(=O)Nc2cccc(C(F)(F)F)c2)CC1	-10	7	nt	nt	nt	0	5	nt
C[C@@H]1CN([C@@H](C)CO)C(=O)c2cccc(NC(=O)c3nc4ccccc4s3)c2O[C@H]1CN(C)C(=O)NC1CCCCC1	-2	-1[16.7 µM]	7	2	7	61	nt	-1
CCOc1ccc(N(CC(=O)NC2CCCCC2)C(=O)CCC(=O)Nc2ccccn2)cc1	4	1	-1	0	14	nt	8	-6
CCOc1ccccc1-c1cc(C(=O)N/N=C/c2ccc3c(c2)OCO3)c2ccccc2n1	-1	0	15	nt	nt	1	nt	nt
O=C(c1[nH]c(C(F)(F)F)nc1-c1ccccc1)N1CCc2c([nH]c3ccccc23)C1	9	4	-5	3	33	5	27	7
COc1ccccc1/C=C/C=N/NC(=O)c1ccco1	3	2	-5	0	-43	2	-33	-41
O=C(N/N=C/c1ccc(Cl)cc1)c1n[nH]c2c1CCCC2	nt	nt	15	-1	35	nt	-25	-74
CSc1nncn1/N=C/c1ccccc1F	10	-7	3	nt	nt	0	-18	nt
CCCn1c(=NC(=O)CCS(=O)(=O)c2ccccc2)sc2cc(S(N)(=O)=O)ccc21	-3	2	nt	-1	7	-4	19	-13
O=C(NC1CC1)c1cccc(S(=O)(=O)Nc2ccccc2F)c1	-2	4	3	0	3	0	-9	16
COc1cc(CC(=O)O)c([N+](=O)[O-])cc1OC	1	nt	0	2	-7	nt	-32	4
O=C(c1cc(-c2ccc(Cl)cc2)on1)N1CCN(c2ccccc2)CC1	-2	-6	-1	2	-118	2	-28	-89
CCC1(C)Cc2ccccc2C(=O)N1 (configuration not stated)	-8	12	-4	0	11	-2	-4	6
Cc1nn(-c2ccccc2)c2nc(N)c(C#N)c(-c3ccc(F)cc3)c12	-1	-1	2	nt	nt	-2	13	nt
COc1ccc2cc(C(=O)C3CCCN(C(=O)CCc4ccccn4)C3)ccc2c1 (configuration not stated)	6	-4	3	-1	-24	nt	-63	-20
COc1cccc(OCc2cc(/C=N/Nc3ccc(C(=O)O)cc3)ccc2OC)c1	2	-47	7	0	5	1	-27	9
CC(=O)c1ccc(N(CC(=O)NC2CCCCC2)C(=O)c2csnn2)cc1	nt	0	4	1	-13	-1	-13	-33
COc1ccc2sc(-c3ccc(S(C)(=O)=O)cc3)c(C#CCO)c2c1	-14	-17	13	-2	-23	-2	-13	57*
CS(=O)(=O)N(CC(=O)NCc1ccccc1)c1ccc(Cl)cc1	nt	nt	-9	-3	-13	-2	-16	3
CCCC(=O)Nc1nnc(SCC(=O)NCc2cccs2)s1	-12	-9	nt	nt	nt	-16	-11	nt
Cc1ccc(S(=O)(=O)N2C[C@H](O)COC[C@H]3O[C@@H](CC(=O)N[C@@H]4CCN(Cc5ccccc5)C4)CC[C@@H]32)cc1	2	2[16.7 µM]	-5	-3	15	13	12	-4
Cc1nc(NC(=O)C2CCCCC2)sc1C	-1	16	0	nt	nt	-19	-118	nt
O=C(CN1C(=O)NC2(CCc3ccccc32)C1=O)Nc1ccc(N2CCOCC2)cc1 (configuration not stated)	12	0	-2	nt	nt	-3	5	nt
COc1cccc(CC(=O)OCC(=O)NC(Cc2ccccc2)C(C)=O)c1 (configuration not stated)	nt	nt	-1	-35	-8	0	-6	11
O=C(Cc1ccc(Cl)cc1Cl)NC1CCCCCC1	-3	-1	6	-2	-5	-4	-18	-22
COc1cccc2cc(C(C)N(CCCN3CCOCC3)C(=S)Nc3cc(C)ccc3C)oc12 (configuration not stated)	?	1	0	-4	9	3	-15	-3
CCCCCOC(=O)NCC(O)c1ccccc1 (configuration not stated)	-5	-5	-1	nt	nt	1	nt	nt
C[C@@H]1CCCCO[C@@H](CN(C)Cc2ccc3c(c2)OCO3)[C@@H](C)CN([C@@H](C)CO)C(=O)c2cc(NS(=O)(=O)c3ccccc3)ccc2O1	0	-8[16.7 µM]	-7	2	3	0	-5	-18
Cc1ccc(NC(=O)Cn2nnc(C(=O)NCc3cccs3)c2N)c(C)c1	-3	-1	-4	9	-3	1	8	7
O=C(COc1ccc(Cl)c(Cl)c1)NC1CCS(=O)(=O)C1 (configuration not stated)	nt	nt	-3	-2	-8	2	-7	-1
Cc1cccc(OCC(=O)N/N=C2/SCC(=O)N2Cc2ccco2)c1	-3	nt	-1	-4	12	nt	7	-33
Cc1cc(/C=C2/NC(=O)NC2=O)c(C)n1-c1sc2c(c1C#N)CCCC2	-3	-9	nt	nt	nt	-2	nt	-12
O=C(COC(=O)c1cccc(Oc2ccccc2)c1)NCc1ccco1	3	-1	7	nt	nt	-2	-4	nt
O=C(Nc1ccc2sccc2c1)c1cccc(N2C(=O)CCC2=O)c1	nt	nt	nt	0	-7	nt	-208	-65
COc1ccc(NC(=O)N(C)C[C@H]2OCCCC[C@H](C)Oc3ccc(NC(=O)Cc4ccccc4)cc3C(=O)N([C@@H](C)CO)C[C@H]2C)cc1	1	3[16.7 µM]	nt	-3	2	-3	nt	-6
CCCn1c(SCC#N)nc2c(c1=O)C1(CCCC1)Cc1ccccc1-2	-13	0	-4	nt	nt	4	6	nt
COc1ccc(NC(=O)N[C@@H]2C=C[C@H](CC(=O)NCc3ccccn3)O[C@@H]2CO)cc1	-4	nt	8	2	1	-2	-13	16
O=C(NC(c1ccccc1)c1ccsc1)C1CCN(CCOc2ccc(Cl)cc2Cl)CC1 (configuration not stated)	nt	-7	2	-2	-4	1	13	-14
N#C[C@H]1[C@@H](c2ccc(C3=CCCCC3)cc2)[C@H](CO)N1C(=O)Cc1ccncc1	1	nt	-2	-1	-8	-6	-12	-6
Cc1ccc(C(C)(c2ccc(N)cc2)c2ccc(N)cc2)cc1	-24	-3	3	1	3	4	9	14
COc1cc(/C=C2\C(=O)ON=C2c2ccc(Cl)cc2)ccc1O	nt	nt	3	4	9	nt	-1	nt
CCc1ccc(C(=O)COC(=O)CNC(=O)c2cccs2)cc1	-11	65	0	nt	nt	1	9	nt
Cc1noc(C)c1S(=O)(=O)Nc1ccc2c(c1)C(=O)N([C@H](C)CO)C[C@H](C)[C@H](CN(C)Cc1ccccc1)O2	nt	40[16.7 µM]	nt	1	-1	1	3	-5

An unsorted share of the library. Share with any hit: about 2.5%.
